# Source: PubChem BioAssay
# LGR2 antag – blocks bursicon-induced cAMP signaling via Drosophila LGR2 | HEK293 LGR2, CRE-luciferase, bursicon-stimulated, 4 h | inhibition, % at 9.99 µM | 380,000 compounds, 0.35% hits;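 active means drop in luminescence signal, shown as inhibition above about 50% in the replicate tests, limit read from the data, passing the limit was not always enough; inconclusive means probably only some replicates passing the limit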;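 further: agonist challenge used bursicon conditioned medium at about half maximal strength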
# DENV2 CPE – DENV2-induced cell death inhibition; DENV2-infected cells, cytopathic effect rescue, plate reader; CPE inhibition, % at 9.99 µM; 350,000 compounds, 1.7% hits; AID 651640; in the data active means CPE inhibition above about 20%, passing the limit was not always enough; inconclusive means no clear call, values can overlap the other calls; tested in BHK-21 cells;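 further: 0% = median of neutral control wells and 100% = median of positive control wells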
# ARNT-TACC3 inh – ARNT/TACC3 interaction disruption; 390,000 compounds, 0.66% hits; AID 623870; AlphaScreen His-ARNT PAS-B/GST-TACC3 binding, luminescence; TACC3 fragment carries E629A point mutation; inhibition, % at 9.99 µM; Q9Y6A5;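 active means mean inhibition of replicates at least 50% and at least half of replicates each reaching 50%; inconclusive means half or more replicates reach 50% but mean below 50%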;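 further: 0% = complete ARNT plus TACC3 wells and 100% = ARNT alone without TACC3; many hits fall short of the cut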
# SIRT5 block – inhibitors of human sirtuin-5 desuccinylase; Purified SirT5, succinyl-peptide AMC, trypsin-coupled fluorescence; AID 652115; Q9NXA8; 330,000 compounds, 1.1% hits; inhibition, % at 15 µM; in the data active means inhibition above about 15%; inconclusive means no clear call, values can overlap the other calls
# Target sequence (Q9NXA8 whole entry, looked up): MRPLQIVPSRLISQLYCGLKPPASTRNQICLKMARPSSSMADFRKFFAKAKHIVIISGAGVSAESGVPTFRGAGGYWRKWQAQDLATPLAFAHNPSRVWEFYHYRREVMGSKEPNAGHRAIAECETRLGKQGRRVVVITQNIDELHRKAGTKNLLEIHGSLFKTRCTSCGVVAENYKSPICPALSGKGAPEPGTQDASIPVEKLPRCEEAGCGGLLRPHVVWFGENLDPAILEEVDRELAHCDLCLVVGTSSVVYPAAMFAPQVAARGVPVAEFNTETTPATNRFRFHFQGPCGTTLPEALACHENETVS
# EWS-Fli block – inhibitors of EWS/Fli oncoprotein transcriptional activity; A673 NR0B1-luciferase reporter, viability-normalised; inhibition, % at 12.6 µM; 350,000 compounds, 0.67% hits; AID 651661;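 active means mean inhibition of at least 50% after viability correction, with every replicate also passing that limit; inconclusive means mean reaches 50% but only one of two replicates passes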;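 further: firefly luciferase signal divided by Alamar Blue viability fluorescence both relative to DMSO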
# PAX8 reporter – lowers PAX8-driven luciferase in RMG-I cells; inhibition, % at 12.6 µM; RMG-I TPO-luciferase reporter, SteadyGlo, 24 h; AID 652154; 360,000 compounds, 1.2% hits;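 active means mean replicate inhibition at least 60% with every replicate also reaching 60%; inconclusive means only one of the two criteria is met; inactive means mean below 60% and not all replicates reaching 60%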;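 further: luciferase light reporting Pax8 driven TPO promoter activity; plate controls were median of neutral control wells for no effect and mitoxantrone controls for full effect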
# Casp6 inh – inhibitors of human caspase-6 | 350,000 compounds, 0.53% hits | inhibition, % at 12.5 µM | P55212 | purified caspase-6, Z-VEID-R110 cleavage fluorescence | AID 686996;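 active means mean inhibition across replicates at least about 35%, with every replicate also reaching that limit, limit read from the data; inconclusive means only one of the two criteria met; inactive means neither criterion met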;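 further: 0% = median of neutral control wells and 100% = no fluorescence left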
# Target sequence (P55212 24-179 limits assumed): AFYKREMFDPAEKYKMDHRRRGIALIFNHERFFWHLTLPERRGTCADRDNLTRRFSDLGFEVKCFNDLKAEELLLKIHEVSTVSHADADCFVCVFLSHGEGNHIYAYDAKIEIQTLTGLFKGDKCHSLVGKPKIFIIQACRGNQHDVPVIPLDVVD
# Target sequence (P55212 194-293 limits assumed): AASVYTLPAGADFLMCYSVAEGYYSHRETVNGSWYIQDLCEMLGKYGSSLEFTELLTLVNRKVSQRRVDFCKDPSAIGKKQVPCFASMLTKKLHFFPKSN
# The depositor's hits bear a star; ? = inconclusive; . = no result given.
SMILES,LGR2 antag,DENV2 CPE,ARNT-TACC3 inh,SIRT5 block,EWS-Fli block,PAX8 reporter,Casp6 inh
CO[C@@H]1CN(C)C(=O)c2cc(NC(=O)C3CCCCC3)ccc2OC[C@H](C)N(Cc2cccnc2)C[C@@H]1C,-4,-1,-2,-1,-9,-6,.
Cc1cccc(C(=O)NNC(=O)c2cccc([N+](=O)[O-])c2)c1,9,5,0,.,-6,-3,0
CCOC(=O)N1CCN(C(=O)C2CCN(Cc3ccc(OC)cc3OC)CC2)CC1,-1,4,-2,3,-5,-5,-2
CCc1ccc(N(CC(=O)O)S(=O)(=O)c2c(C)noc2C)cc1,-1,0,.,.,0,6,-1
COc1ccc(CCCc2nnc(SCc3nc4ccccc4c(=O)[nH]3)n2C)cc1,19,-1,-2,0,-2,-7,2
COc1ccc(-c2noc(CCC(=O)N3CCN(c4ccccc4Br)CC3)n2)cc1,10,-3,-2,8,0,-13,4
CCCCc1nc2sc3c(=O)[nH]cnc3c2c2c1CCCC2,0,1,-4,-5,7,10,-3
COc1ccccc1NC(=O)c1ccccc1Nc1ccccc1,5,-5,-3,2,2,8,0
OCCc1c[nH]c2ccc(C(F)(F)F)cc12,.,-18,-7,6,-14,-11,-5
COc1cccc(NS(=O)(=O)c2cc3c(cc2C)N(C(C)=O)CCO3)c1,-14,6,-2,5,-1,-4,-2
N/C(=N\OC(=O)N1CCOCC1)c1ccc(Br)cc1,17,-1,.,-3,0,-5,-2
COC(=O)c1ccc(S(=O)(=O)N2CCCN(Cc3ccccc3)CC2)n1C,.,1,2,1,5,7,-1
COc1ccc(CN(C)C[C@H]2Oc3ccc(NC(=O)Cc4cn(C)c5ccccc45)cc3CC(=O)N([C@H](C)CO)C[C@H]2C)cc1,-12,2,-3,0,1,3,1
CCOc1ccc(N2C(=O)/C(=C/c3ccccc3)N=C2SC)cc1,-18,-4,-13,5,-53,2,-2
Nc1nc(-c2ccc(Cl)cc2)cs1,-40,7,.,-4,-71,-95,-3
COc1cc(NC(=O)Cn2cnc3sc(C)c(S(=O)(=O)N4CCOCC4)c3c2=O)cc(OC)c1OC,6,3,-5,-3,1,-15,.
COc1ccc(S(=O)(=O)N2CCCOC2CNC(=O)C(=O)NCCCN2CCOCC2)cc1 (stereo not given),3,?,22,1,2,20,-33
CCCC(=O)Nc1ccc(C2C(=O)c3ccccc3C2=O)cc1,-4,-1,-2,-3,0,-24,1
CCOC(=O)N1CCC(NC(=O)CN(c2ccc(C(C)C)cc2)S(=O)(=O)c2c(C)nn(C)c2C)CC1,-3,-4,-2,-1,.,-12,5
CC(=O)N1c2ccc(S(=O)(=O)N3CCC(C(=O)NC4CCCCC4)CC3)cc2CC1C (stereo not given),-4,5,0,-3,.,-10,0
CC(=O)NC[C@@H]1[C@@H](c2ccccc2)[C@H](CO)N1C(=O)Cc1ccncc1,-13,.,-4,-4,-5,-16,.
CCc1c(C(=O)N/N=C/c2ccco2)nnn1-c1nonc1N,6,7,10,-2,3,-3,-7
C[C@H]1CN([C@@H](C)CO)C(=O)c2cc(NC(=O)CCCCCC(=O)Nc3ccccc3N)ccc2O[C@@H]1CN(C)C(=O)Nc1ccc2c(c1)OCO2,-25,19,.,-10,-24,-50,2
C[C@H](CO)N1C[C@H](C)[C@H](CN(C)C(=O)Nc2cccc3ccccc23)Oc2ccc(NC(=O)CCC(F)(F)F)cc2C1=O,9,10,2,-1,0,16,4
COc1ccc(S(=O)(=O)Cc2ccc(C(=O)NCc3ccccc3)o2)cc1,4,4,-4,0,2,4,0

# Among those listed so far, these have a furan ring, fused or not.
SMILES,LGR2 antag,DENV2 CPE,ARNT-TACC3 inh,SIRT5 block,EWS-Fli block,PAX8 reporter,Casp6 inh
CCc1c(C(=O)N/N=C/c2ccco2)nnn1-c1nonc1N,6,7,10,-2,3,-3,-7
COc1ccc(S(=O)(=O)Cc2ccc(C(=O)NCc3ccccc3)o2)cc1,4,4,-4,0,2,4,0

# Later entries
SMILES,LGR2 antag,DENV2 CPE,ARNT-TACC3 inh,SIRT5 block,EWS-Fli block,PAX8 reporter,Casp6 inh
COC(=O)c1ccc(CN2C(=O)C3CCCCC3C2=O)o1 (stereo not given),12,9,-6,-1,-5,-17,-2
CC(=O)N[C@H]1C=C[C@@H](CC(=O)NCc2ccc(Cl)cc2)O[C@H]1CO,15,?,-12,-4,5,9,2
CO[C@H](CN(C)S(=O)(=O)c1ccc(C)cc1)[C@@H](C)CN([C@H](C)CO)S(=O)(=O)c1cccc(Cl)c1,-9,-2,-9,0,2,.,0
CC(=O)Nc1cccc(C(=O)N2CCN(S(=O)(=O)c3ccc4ccccc4c3)CC2)c1,-13,-5,-6,-2,1,18,0
CC1=C(C(=O)OC(C)C)C(c2ccc(O)cc2)NC(=O)N1 (stereo not given),-3,2,0,-6,5,-7,-3
COc1ccc(NC(=O)COC(=O)CCCOc2ccc(Cl)cc2Cl)cc1Cl,5,0,-4,-2,13,0,0
C[C@H]1CN([C@@H](C)CO)C(=O)c2cc(NC(=O)Nc3ccc(C(F)(F)F)cc3)ccc2O[C@@H]1CN(C)C(=O)NC1CCCCC1,6,-1,8,-3,0,-12,0
N[C@@H](Cc1ccc(O)cc1)c1nnc([C@H](CC(=O)O)NC(=O)C2CCNCC2)o1,-4,-2,0,.,0,-22,-4
O=C(CS(=O)(=O)c1ccccc1)Nc1nc2ccccc2s1,-65,-2,-2,-1,-17,-19,-1
Cc1ccccc1-n1c(C)nnc1SCC(=O)NC1CCCc2ccccc21 (stereo not given),11,.,1,.,.,9,.
CN(C)CCNC(=O)c1onc(CSc2nc3ccccc3[nH]2)c1C(=O)NCCN(C)C,-2,-5,-3,-4,2,9,-125
COc1cc(OC)cc(-c2c(Sc3ccccc3)c3cc(-c4ccc(OC)nc4)ccc3n2C)c1,8,-13,.,-4,12,-12,-2
C/C=C/c1ccc([C@H]2[C@@H](CO)N(Cc3ccc(F)cc3)[C@H]2CNC(C)=O)cc1,10,8,.,7,-4,.,0
COC(=O)c1ccc(NC(=O)CSc2ccccc2)cc1,-4,.,-6,.,-17,-36,.
COCCCNC(=O)CCCN1C(=O)c2cccnc2Sc2ccccc21,-4,4,11,-7,-2,8,-3
CO[C@H]1CN(C)C(=O)c2ccc(NS(C)(=O)=O)cc2OC[C@@H](C)N(Cc2ccccc2)C[C@@H]1C,11,-8,-8,-3,3,5,0
O=C(Nc1ccc(Cl)c(Cl)c1)OCCNC(=O)c1ccncc1,8,-2,-7,-2,5,9,5
CCS(=O)(=O)Nc1ccc2c(c1)C(=O)N(C)C[C@@H](OC)[C@@H](C)CN(C(=O)COC)[C@@H](C)CO2,1,-6,29,-3,1,-16,0
COc1ccccc1O,-26,-3,-6,3,-12,-7,-5
C[C@H](CO)N1C[C@H](C)[C@@H](CN(C)C(=O)Nc2cccc3ccccc23)Oc2c(NS(=O)(=O)c3ccc(F)cc3)cccc2C1=O,4,3,2,1,-23,.,-5
CC(=O)c1ccc(NC(=O)C2=CC(c3ccco3)=NS(=O)(=O)N2C)cc1,-3,-6,14,5,.,-19,24
CN1[C@H](CO)[C@@H]2c3ccccc3N(C(=O)C3CCCCC3)C[C@@H]21,-1,6,21,0,-2,3,-1
CC1CC1C(=O)OCC(=O)NCc1ccccc1 (stereo not given),2,-10,.,-5,2,-4,-1
CN(Cc1ccc(C(C)(C)C)cc1)C(=O)Cc1ccc(S(=O)(=O)N2CCOCC2)s1,-4,-2,-42,-3,-1,17,3
CCNC(=O)C[C@H]1CC[C@H]2[C@@H](COc3ccc(NC(=O)Nc4ccc(Cl)cc4)cc3C(=O)N2C)O1,-4,2,3,2,-2,13,1
# Next part
SMILES,LGR2 antag,DENV2 CPE,ARNT-TACC3 inh,SIRT5 block,EWS-Fli block,PAX8 reporter,Casp6 inh
C=CCc1c(C)nc(-c2ccccc2)nc1N/N=C/c1ccccc1,-15,0,17,3,-20,-14,0
O=C(O)C(c1ccccc1)c1ccccc1,-12,1,1,1,-13,.,-3
COc1ccc(NC(=O)C2CCN(S(=O)(=O)c3c(C)noc3C)CC2)cc1,1,4,3,-3,.,-8,-2
Cn1cnnc1SCC(=O)NNC(=O)COc1ccc(Cl)cc1,7,3,0,1,6,2,-2
O=C1OCC/C1=C\c1ccccc1,10,.,-3,.,.,9,.
COc1ccc(C(NC(=O)/C=C/c2ccco2)c2ccc(OC)c(OC)c2)cc1OC,-8,.,-3,.,-2,17,.
CO[C@@H]1CN(C)C(=O)c2cc(NS(=O)(=O)c3cn(C)cn3)ccc2OC[C@H](C)N(C)C[C@@H]1C,-2,.,-4,.,-4,-10,.
C[C@@H]1NS(=O)(=O)[C@H]2C[C@@H]3C=C[C@]2(O3)[C@H]1OC(=O)Nc1ccc(C(F)(F)F)cc1[N+](=O)[O-],1,?,4,.,3,5,.
O=C(NC[C@@H]1N[C@@H](CO)[C@H]1c1ccc(C2=CCCCC2)cc1)c1ccccc1,3,-30,0,.,8,-7,.
CCCc1ncc(C(O)(c2ccccc2)c2ccccc2)n1C,7,12,5,4,9,13,10
COc1ccc(C(=O)Nc2ccc(OC)c([N+](=O)[O-])c2)cc1Br,23,?,-2,-2,-18,-6,1
Cc1cccc(C)c1Nc1nnc(SCC(=O)Nc2sccc2C#N)s1,7,6,10,-5,-9,-9,1
Nc1c(-c2ccccc2)c(CSc2nc3ccccc3[nH]2)nn1-c1ccc(Cl)cc1,6,4,2,-3,-5,26,-1
CC(C)CNC(=O)CN1C(=O)NC(Cc2c[nH]c3ccccc23)C1=O (stereo not given),-28,-2,-4,-5,13,6,-1
CC(C)C[C@@H](CN1CCCC1CN1C(=S)NC[C@@H]1Cc1ccc(O)cc1)N1C[C@H](Cc2ccccc2)N(CC2CCCCC2)C1=S (stereo not given in full),-27,?,-8,-1,15,24,.
COc1ccc(CCNC(=O)C(=O)N2CCCC2)cc1OC,13,-6,-3,-1,5,10,2
CC(Sc1nnnn1C)C(=O)NC1CCCC1 (stereo not given),-4,2,-2,.,1,-16,-3
O=C(Nc1ccccc1N1CCOCC1)c1cccc2c(Br)cccc12,7,0,-23,-5,0,5,0
Cc1cc(=O)n2c3ccccc3n(CC(O)CN3CCC(C)CC3)c2c1C#N (stereo not given),.,-5,-3,-1,-5,-12,1
CCOC(=O)CSc1ccc2nnc(-c3cccnc3)n2n1,-4,0,0,-4,4,1,0
CC(C)[C@H](NC(=O)N1CCn2c1nc1ccccc12)C(=O)N1CCCCC1,0,4,.,-3,.,5,0
Cc1ccc(S(=O)(=O)N2CCCCC2)cc1C(=O)N1CCCC1,-1,-3,-5,-1,-4,7,1

# Entries shown so far that have a COOH group:
SMILES,LGR2 antag,DENV2 CPE,ARNT-TACC3 inh,SIRT5 block,EWS-Fli block,PAX8 reporter,Casp6 inh
CCc1ccc(N(CC(=O)O)S(=O)(=O)c2c(C)noc2C)cc1,-1,0,.,.,0,6,-1
N[C@@H](Cc1ccc(O)cc1)c1nnc([C@H](CC(=O)O)NC(=O)C2CCNCC2)o1,-4,-2,0,.,0,-22,-4
O=C(O)C(c1ccccc1)c1ccccc1,-12,1,1,1,-13,.,-3

# Whole records, quoted from the list. Screens in order: LGR2 antag	DENV2 CPE	ARNT-TACC3 inh	SIRT5 block	EWS-Fli block	PAX8 reporter	Casp6 inh
# CC(C)CNC(=O)CN1C(=O)NC(Cc2c[nH]c3ccccc23)C1=O (stereo not given) reads -28	-2	-4	-5	13	6	-1
# COc1ccc(C(=O)Nc2ccc(OC)c([N+](=O)[O-])c2)cc1Br reads 23	?	-2	-2	-18	-6	1
